Screening data deposited in PubChem BioAssay by National Center for Advancing Translational Sciences (NCATS).
TrxR1 substrate: substrates of rat thioredoxin reductase 1; O89049; purified TrxR1 substrate turnover, NADPH consumption readout; Potency, µM (doses to about 114 µM), without a hit: top-dose activity change, negative = substrate turnover; hit rate 0.01% among 390,000; AID 588456; note: potency is the fitted concentration of half-maximal effect; % is set by controls: 0 for no effect and ±100 for the full control effect; nearly all actives have a fitted effect of over 50% in size
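Rat TrxR1, dispensed at 90 nM, was prereduced with 400 uM NADPH (final) for 5 min at ~22 deg C, then incubated with compound 15 min before 400 uM selenite. A first-read NADPH fluorescence drop versus no-compound background flagged substrates.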
PI4K2A inh: inhibitors of human PI4K2A. Q9BTU6. purified PI4K2A, ADP-Glo luminescence, 1 h; hits give low values. activity change, negative = inhibition, % at 76.9 µM. hit rate 0.13% among 420,000. AID 1346378; in the data active = activity change below about -50%; inconclusive = mostly about -30% to -49%;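 note: -100% = wells without enzyme as full effect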
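ADP-Glo luminescence measured ADP generated by PI4K2A enzyme (4 ug/mL before mixing) with 1.2 mM PI substrate (pre-mix) and 300 microM ATP (pre-mix). Tris pH7.5 buffer with MgCl2, Triton X-100; 1 h reaction at ambient temperature.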
Vif-A3G inh: blocks the Vif interaction with human APOBEC3G | Q9HC16 | HeLa A3G-eYFP + Vif (tagged APOBEC3G with the HIV-1 protein that degrades it), YFP fluorescence, overnight | Potency, µM (highest dose often 46.1 µM), without a hit: top-dose activity, negative = active, most hits filed as inhibitors | hit rate 0.076% among 410,000 | AID 602310;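 note: potency is the fitted concentration of half-maximal effect; % is set by controls: 0 for no effect and ±100 for the full control effect; nearly all actives have a fitted effect of over 60% in size; hits raise eYFP signal because A3G escapes Vif-driven loss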
Target sequence (Q9HC16 whole entry, looked up): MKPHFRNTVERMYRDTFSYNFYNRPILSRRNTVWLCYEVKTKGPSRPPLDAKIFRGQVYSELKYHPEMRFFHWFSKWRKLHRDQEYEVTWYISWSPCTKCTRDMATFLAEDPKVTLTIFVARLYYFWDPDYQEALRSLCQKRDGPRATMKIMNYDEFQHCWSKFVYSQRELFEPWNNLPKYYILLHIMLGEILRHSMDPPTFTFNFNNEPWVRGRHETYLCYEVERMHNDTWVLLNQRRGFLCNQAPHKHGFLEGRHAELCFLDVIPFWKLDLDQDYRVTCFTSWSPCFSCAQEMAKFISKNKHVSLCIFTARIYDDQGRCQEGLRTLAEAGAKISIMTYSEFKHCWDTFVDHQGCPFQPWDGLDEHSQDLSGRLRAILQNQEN
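HeLa cells stably expressing Vif and C-terminally eYFP-tagged A3G, seeded overnight at 37 deg C, then exposed to compound by pintool overnight at 37 deg C. Rise in yellow fluorescence (Ex 488/Em 500-530, Acumen) marks blocked Vif-driven A3G degradation.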
mIDH1 inhibitor: human IDH1 R132H inhibition; IDH1-R132H enzyme, NADPH consumption, diaphorase/resazurin fluorescence; O75874; Potency, µM (doses to about 76.6 µM), for inactives: at the highest dose activity change, negative = inhibition, most hits filed as inhibitors; hit rate 0.093% among 390,000; note: potency is the fitted concentration of half-maximal effect; % is set by controls: 0 for no effect and ±100 for the full control effect; nearly all actives have a fitted effect of over 65% in size
Target sequence (O75874 whole entry R132H, stated change not applied): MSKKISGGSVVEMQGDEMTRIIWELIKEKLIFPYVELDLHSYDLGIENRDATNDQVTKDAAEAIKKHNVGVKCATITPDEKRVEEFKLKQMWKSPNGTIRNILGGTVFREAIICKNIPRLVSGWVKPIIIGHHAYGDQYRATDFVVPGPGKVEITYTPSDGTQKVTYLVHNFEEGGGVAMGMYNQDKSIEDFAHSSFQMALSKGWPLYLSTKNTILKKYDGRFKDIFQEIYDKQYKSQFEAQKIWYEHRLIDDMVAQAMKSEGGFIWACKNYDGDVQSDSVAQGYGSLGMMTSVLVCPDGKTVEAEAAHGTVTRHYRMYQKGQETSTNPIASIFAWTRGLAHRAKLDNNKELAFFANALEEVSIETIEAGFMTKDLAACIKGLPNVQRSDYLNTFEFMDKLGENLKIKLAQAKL
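IDH1-R132H (0.5 ug/mL dispensed) in pH 7.5 Tris buffer was preincubated 30 min with compound, then given a substrate mix of 0.016 mM NADPH and 2 mM alpha-KG for 80 min at room temperature; remaining NADPH was read by diaphorase/resazurin fluorescence.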
GRP78 ERSR act: inducers of ER stress response in human glioma cells; U87-MG GRP78 promoter luciferase reporter, 16 h; Potency, µM, for the others: at the top dose activation, most hits filed as activators; hit rate 0.02% among 420,000; AID 602332; note: potency is the fitted concentration of half-maximal effect; series mostly up to about 76 µM; % of control where 0% means no effect; nearly all actives have a fitted effect of over 35% in size
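ERSR induction read as luciferase luminescence (Bright-Glo, 10 min at room temperature) in stably transfected human U87-MG glioma cells exposed to compounds for 16 h, using GRP78 as sensor.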
LDHA block: blocks human lactate dehydrogenase A; purified LDHA, NADH/diaphorase-resazurin fluorescence; hits give low values; activity change, % (values are at about 110 or 230 µM); hit rate 0.15% among 480,000; in the data active = activity change below about -30%; inconclusive = mostly about -25% to -30%;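 note: plate controls were DMSO wells for no effect and wells without enzyme for full effect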
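Remaining NADH was detected by diaphorase (0.133 mg/mL) converting 37 µM resazurin to fluorescent resorufin, read at 0 and 20 minutes. The preceding 5-minute room-temperature reaction used 2 nM LDHA, 0.2 mM sodium pyruvate and 0.06 mM NADH at pH 7.4.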
RXFP1 agonist: agonists of human relaxin receptor RXFP1; Q9HBX9; HEK293T-RXFP1 cAMP TR-FRET, 30 min; response scale: percent of porcine relaxin response, buffer zero; Potency, µM (series often up to 57.5 µM), for the others: at the top dose activation, most hits filed as activators; hit rate 0.3% among 370,000; note: potency is the fitted concentration of half-maximal effect; % is set by controls: 0 for no effect and ±100 for the full control effect; nearly all actives have a fitted effect of over 60% in size; many of its hits are not listed in these tables
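HEK293 cells stably expressing RXFP1, treated 30 min at 37C with compounds plus PDE4 inhibitor Ro 20174; cAMP measured by HTRF TR-FRET. Normalized to buffer and 29 nM porcine relaxin; EC50 by Hill fit.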
USP1-UAF1 inh: USP1/UAF1 (human) deubiquitinase inhibition | O94782 | recombinant USP1/UAF1, Ub-Rhodamine cleavage fluorescence | Potency, µM (series often up to 57.1 µM), for inactives: at the top dose activity change, negative = inhibition, most hits filed as inhibitors | hit rate 0.23% among 390,000; note: potency is the fitted concentration of half-maximal effect; % is set by controls: 0 for no effect and ±100 for the full control effect; nearly all actives have a fitted effect of over 60% in size; inactives centre near -12
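High-throughput fluorogenic screen: 1nM USP1/UAF1 complex, Ub-Rho substrate 150nM final, 50mM HEPES pH 7.8 with 0.5mM EDTA, 0.1 mg/ml BSA, 1mM TCEP and 0.01% Tween-20.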
Vif-A3F inh: blocks the Vif interaction with APOBEC3F | HeLa A3F-eYFP + Vif (tagged APOBEC3F with the HIV-1 protein that degrades it), YFP fluorescence increase | Potency, µM (top dose mostly 46.1 µM), without a hit: top-dose activity, negative = active | hit rate 0.2% among 390,000 | AID 602313; note: potency is the fitted concentration of half-maximal effect; % of control where 0% means no effect; nearly all actives have a fitted effect of over 65% in size
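Fluorescence increase (Ex 488/Em 500-530) after overnight compound treatment at 37 deg C flags inhibition of Vif-driven A3F-eYFP loss in stable HeLa A3F-eYFP/Vif cells seeded overnight beforehand.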
Numbers without * were called inactive; u = inconclusive; x = no result given; [ ] = another dose, or the depositor's remark. Unless noted, calls come from the whole dose curve; as a rule, active = well fitted curve in the direction sought with a large enough effect; inconclusive = small, poorly fitted or top-dose-only effect, or another doubt; inactive = no such curve, though single readings can be large; an effect the other way counts as inactive or inconclusive. The list is partial; the hit share may differ from the screen's.

item | compound | TrxR1 substrate | mIDH1 inhibitor | RXFP1 agonist | PI4K2A inh | USP1-UAF1 inh | Vif-A3G inh | GRP78 ERSR act | LDHA block | Vif-A3F inh
1 | O=S(=O)(CCN1CCCCC1)Oc1ccc(Cl)cc1Cl | 3% | 0% | -2.2% | 10 | -17% | -8% | 1% | -1 | -19%
2 | COCCN(CC1CCCN(C2Cc3ccccc3C2)C1)C(=O)CCC(C)=O (stereo not drawn) | 5% | -3% | 2.7% | -8 | -9% | 5% | 0% | 1 | 0%
3 | CSc1ncc(Cl)c(C(=O)Nc2ccccc2C)n1 | 10%[57.1 µM] | -5% | 1.8% | 4 | -20% | 0% | 1% | -6 | -24%
4 | CC(/C=N/NC(=O)Cc1cccs1)=C\c1ccco1 | -9% | 2% | 1.0% | -8 | -21% | -1% | 11% | 0 | -4%
5 | CSc1cccc(NC(=O)CCCOc2ccccc2)c1 | -6% | 5% | 3.7% | 0 | -18% | 0% | -2% | -4 | -6%
6 | CN(C)c1ccc(NC(=O)CCSc2nc(-c3ccco3)cc(C(F)(F)F)n2)cc1 | -1% | 2% | 2.8% | 1 | u | -3% | 3% | 14 | 0%
7 | NC(=O)CSc1nnc(COc2ccc3ccccc3c2)o1 | 0% | -3% | 3.8% | -1 | -10% | 4% | -2% | -5 | 14%
8 | COC(=O)C1=C(C)NC(C)=C(C(=O)OC)C1c1ccc(NC(C)=O)cc1 | 15% | 0% | -0.9% | 3 | -12% | 1% | -2% | -4 | -1%
9 | C#CCCc1cocc1/C=[N+](\[O-])c1ccc(C(=O)OCC)cc1 | -4% | -4% | -0.3% | -19 | 14% | 0% | -3% | 8 | 0%
10 | Cc1ccccc1C(=O)Nc1nncs1 | -7% | -1% | -3.2% | 7 | 2% | -3% | -2% | -6 | -6%
11 | COc1ccc(CN2CCN(c3ncnc4scc(-c5ccc(F)cc5)c34)CC2)cc1 | -17%[57.1 µM] | 6% | -1.0% | -5 | -21% | 4% | 0% | 4 | -8%
12 | CC(C)(C)c1cc(C(=O)NN)n(Cc2ccc(Cl)cc2Cl)n1 | -15% | -9% | -1.0% | 2 | -29% | 1% | -6% | 0 | -12%
13 | CN(C)S(=O)(=O)c1ccc(Cl)c(C(=O)Nc2ccccc2[N+](=O)[O-])c1 | -6% | 4% | 5.4% | 5 | 7% | 2% | -4% | -5 | -4%
14 | C/C=C/C(=O)OCC(=O)Nc1cc([N+](=O)[O-])ccc1Cl | 0% | 6% | 3.0% | 4 | -9% | -3% | -2% | -5 | -8%
15 | Cc1ccc2nc(NC(=O)C3CCN(S(=O)(=O)c4cccc5nsnc45)CC3)sc2c1 | -10% | 9% | -3.1% | -2 | -6% | 1% | -1% | -10 | -13%
16 | COC(=O)C1(C)COP(=O)(Nc2ccc(OC)cc2)OC1 (stereo not drawn) | x | x | x | 2 | x | 0% | -2% | 0 | x
17 | Cc1cc(C)cc(NC(=O)Cn2c(-c3ccccc3Cl)nc3ccccc32)c1 | -11% | -13% | 0.1% | 0 | -13% | -15% | 2% | -3 | -19%
18 | Cn1c(=O)c2c(n(Cc3ccccc3)c1=O)NC(=O)C2CC(=O)N1CCc2ccccc2C1 (stereo not drawn) | -7% | 2% | 0.7% | -17 | -20% | -4% | 1% | -5 | x
19 | COCCNC(=S)N/N=C/c1ccc([N+](=O)[O-])cc1 | -3% | 33%[activator] | 1.5% | 3 | 0% | -1% | 0% | 1 | -3%
20 | Nc1ncnc2c1ncn2[C@@H]1O[C@H](C(=O)N2CCC(F)(F)CC2)[C@@H](O)[C@H]1O | x | x | x | -7 | x | 0% | -3% | -5 | x
21 | COc1cccc(NC(=S)NN2C(C)CCCC2C)c1 (stereo not drawn) | -6% | 5% | 0.4% | -4 | -4% | -2% | -3% | -2 | 2%
22 | COc1ccccc1-n1nnnc1SCC(=O)Nc1cc(C)on1 | -4% | -3% | 0.1% | 6 | 1% | -5% | -4% | -7 | -4%
23 | Nc1cccc(-c2cn3cccnc3n2)c1 | 5% | 5% | -1.0% | -5 | -6% | -1% | 5% | 17 | 1%
24 | O=C(CSc1nnc(Cc2cc(=O)[nH]c(=O)[nH]2)n1-c1ccccc1)NCC1CCCO1 (stereo not drawn) | 8% | 1% | -0.1% | -2 | -20% | 0% | -7% | -8 | -8%
25 | CCCc1cc(CNC(=O)C2CCC(=O)N(Cc3ccccc3OC)C2)on1 (stereo not drawn) | 6%[57.1 µM] | -3% | 1.4% | 2 | -21% | 2% | 1% | 0 | 6%
26 | COc1ccccc1C(c1nnnn1C(C)C)N1CCN(C(=O)c2ccco2)CC1 (stereo not drawn) | -2%[57.1 µM] | -1% | -3.3% | 3 | -5% | -4% | 3% | -1 | -20%
27 | COc1ccc(-n2nc(C(=O)NCC(=O)N3CCN(c4ccccc4OC)CC3)c3ccccc3c2=O)c(OC)c1 | -12% | -1% | 2.2% | 1 | -7% | 4% | 3% | -8 | 1%
28 | CN(C)CCCNC(=O)C[C@H]1C[C@H](C(=O)N2CCCCC2)[C@@]2(CCc3ccccc3)c3[nH]c4ccc(Cl)cc4c3CCN2C1=O | -6% | 4% | x | -4 | -6% | 5% | -1% | -7 | -6%
29 | CN1C(=O)N(CC(=O)Nc2cccc(S(=O)(=O)N(C)c3ccccc3)c2)C(=O)C12CCCCC2 | -2% | 0% | -0.4% | 1 | -9% | -1% | -5% | -6 | 2%
30 | CCOC(=O)c1c(C)[nH]c(C(=O)COC(=O)C2CC(=O)N(Cc3ccccc3)C2)c1C (stereo not drawn) | -10% | 3% | 3.4% | -1 | -12% | 1% | -5% | 0 | 7%

Limited to PI4K2A inh and GRP78 ERSR act (five entries from above):
#	compound	PI4K2A inh	GRP78 ERSR act
9	C#CCCc1cocc1/C=[N+](\[O-])c1ccc(C(=O)OCC)cc1	-19	-3%
10	Cc1ccccc1C(=O)Nc1nncs1	7	-2%
11	COc1ccc(CN2CCN(c3ncnc4scc(-c5ccc(F)cc5)c34)CC2)cc1	-5	0%
12	CC(C)(C)c1cc(C(=O)NN)n(Cc2ccc(Cl)cc2Cl)n1	2	-6%
13	CN(C)S(=O)(=O)c1ccc(Cl)c(C(=O)Nc2ccccc2[N+](=O)[O-])c1	5	-4%

(continued)
item | compound | TrxR1 substrate | mIDH1 inhibitor | RXFP1 agonist | PI4K2A inh | USP1-UAF1 inh | Vif-A3G inh | GRP78 ERSR act | LDHA block | Vif-A3F inh
31 | CCO[C@H]1OC(C(=O)Nc2ccccc2)=C[C@@H](c2ccc(Br)cc2)[C@@H]1CCCO | -6% | -4%[38.3 µM] | 0.7% | -6 | u | -24% | -3% | 8 | -22%
32 | Cc1ccc(NC(=O)C2CCN(c3nc4ccccc4[nH]3)CC2)cc1Cl | 0%[57.1 µM] | -8% | 3.3% | 1 | u | 1% | -3% | -7 | 4%
33 | CCN1CCN(S(=O)(=O)c2ccc(OC)cc2)CC1 | 2%[57.1 µM] | 4% | -3.2% | -1 | -2% | 4% | -3% | -7 | -5%
34 | COc1cccc(/C=C/C(=C2/C(=O)N(c3ccccc3)N=C2C)c2ccc(C)cc2)c1OC | -15% | 15% | -0.3% | 3 | -8% | -4% | 1% | -7 | -13%
35 | NC(=O)C(=O)N/N=C/c1c(F)c(F)c(F)c(F)c1F | -1% | 0% | 1.9% | -4 | -11% | -2% | 3% | 3 | 10%
36 | Cc1ccc(-c2c(C#N)c(N)nc3c2CCCC3)o1 | 13% | 6% | 0.0% | 7 | -8% | 3% | -5% | -5 | u
37 | Cc1ccc(C(=O)NNC(=O)c2cc(C)nc3ccccc23)cc1 | 4% | -6% | 0.3% | 7 | -14% | 0% | 0% | 2 | -12%
38 | Cn1c(=O)c(=O)n(C)c2cc(S(=O)(=O)Nc3ccc(Cl)c(C(F)(F)F)c3)ccc21 | -5% | -11% | 5.3% | -3 | 25% | 2% | -3% | -3 | 0%
39 | CC(Cc1ccccc1)NC(=O)CN1C(=O)c2ccccc2S1(=O)=O (stereo not drawn) | -7% | 9% | 2.2% | 5 | -17% | 1% | -7% | -3 | 2%
40 | Cc1ccc(/C=N/NC(=O)c2csc(C)c2)o1 | -3% | 4% | 2.4% | 1 | -17% | 0% | 2% | 1 | -1%

Excerpt: nos. 39 to 40
item | compound | TrxR1 substrate | mIDH1 inhibitor | RXFP1 agonist | PI4K2A inh | USP1-UAF1 inh | Vif-A3G inh | GRP78 ERSR act | LDHA block | Vif-A3F inh
39 | CC(Cc1ccccc1)NC(=O)CN1C(=O)c2ccccc2S1(=O)=O (stereo not drawn) | -7% | 9% | 2.2% | 5 | -17% | 1% | -7% | -3 | 2%
40 | Cc1ccc(/C=N/NC(=O)c2csc(C)c2)o1 | -3% | 4% | 2.4% | 1 | -17% | 0% | 2% | 1 | -1%
